# CHT allo act – human CHT allosteric activation | 0.49% of 310,000 active | AID 488977 | Q9GZV3 | B-score at 10 µM | CHT-expressing cells, membrane potential dye, choline EC20; hits give high values; LV-AA mutant CHT in HEK293 cells;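 active means initial fluorescence not abnormally high and integrated response B-score, plate-corrected, over 3 SD above library mean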
# Target sequence (Q9GZV3 whole entry, looked up): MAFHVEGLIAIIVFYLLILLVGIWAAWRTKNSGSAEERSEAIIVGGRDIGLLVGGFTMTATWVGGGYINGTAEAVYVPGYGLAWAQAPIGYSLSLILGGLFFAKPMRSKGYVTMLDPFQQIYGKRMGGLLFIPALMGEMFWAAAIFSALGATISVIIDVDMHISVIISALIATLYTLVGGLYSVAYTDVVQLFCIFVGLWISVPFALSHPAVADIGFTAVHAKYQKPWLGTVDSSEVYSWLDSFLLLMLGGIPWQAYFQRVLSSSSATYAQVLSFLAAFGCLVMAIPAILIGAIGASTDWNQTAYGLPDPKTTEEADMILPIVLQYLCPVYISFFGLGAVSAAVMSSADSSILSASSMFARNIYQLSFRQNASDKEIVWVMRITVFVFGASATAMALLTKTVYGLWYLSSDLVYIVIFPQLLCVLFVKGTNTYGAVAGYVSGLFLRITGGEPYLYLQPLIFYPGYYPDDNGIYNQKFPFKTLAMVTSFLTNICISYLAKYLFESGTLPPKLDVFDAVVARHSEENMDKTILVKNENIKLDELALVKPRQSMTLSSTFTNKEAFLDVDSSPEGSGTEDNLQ
# OX1R antag – antagonists of human orexin 1 receptor; 0.43% of 330,000 active; O43613; AID 434989; CHO/OX1R cells, Fluo-8 calcium fluorescence, orexin A; inhibition, % at 5 µM;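 active means inhibition above its plate's threshold, mean inhibition of all tested compounds on the plate plus 3 SD, cut at about 37% in these data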;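 further: 0% = orexin A challenge wells and 100% = SB-334867-A antagonist wells; not every result past the cut was called active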
# Target sequence (O43613 whole entry, looked up): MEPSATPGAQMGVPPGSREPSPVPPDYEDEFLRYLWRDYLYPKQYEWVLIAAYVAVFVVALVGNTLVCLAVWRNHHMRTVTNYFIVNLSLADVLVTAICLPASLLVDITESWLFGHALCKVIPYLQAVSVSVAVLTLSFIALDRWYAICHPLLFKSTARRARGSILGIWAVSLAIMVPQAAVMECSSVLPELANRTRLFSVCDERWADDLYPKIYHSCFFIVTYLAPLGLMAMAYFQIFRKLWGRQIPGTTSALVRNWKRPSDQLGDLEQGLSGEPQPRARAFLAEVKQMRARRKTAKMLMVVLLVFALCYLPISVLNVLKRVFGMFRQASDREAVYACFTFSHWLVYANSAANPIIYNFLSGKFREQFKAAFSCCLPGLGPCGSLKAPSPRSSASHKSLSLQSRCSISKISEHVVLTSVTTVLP
# * hit, by the source's call; i = inactive; x = not tested or not shown.
SMILES	CHT allo act	OX1R antag
CC(=O)N1CCC(N(C(=O)Nc2ccc(C)c(C)c2)C2CCCC2)CC1	i	-1
Cc1c(NC(=O)c2ccc(S(=O)(=O)N3CCOCC3)cc2)cccc1[N+](=O)[O-]	i	-8
COc1ccc(C(=O)NC(=S)NC(C)(C)C)cc1Br	i	-29
COc1ccc2[nH]c(=O)c(-c3nnn(-c4ccc(Cl)nc4)n3)cc2c1	i	-18
COn1c(-c2ccc(Cl)cc2)nc2ncccc21	i	-8
COc1ccc(-c2nc3c(c4nnc(SC(C)C(=O)Nc5ccc(C)cc5)n24)COC(C)(C)C3)cc1 (stereo not drawn)	i	-25
CCC(C)Sc1nnc(Cc2cc(=O)[nH]c(=O)[nH]2)n1-c1ccc(F)cc1 (stereo not drawn)	i	-3
CCOC(=O)C1CCN(C(=O)Cn2cc(C#N)c3ccccc32)CC1	i	-8
O=C(O)[C@H](Cc1ccccc1)NC(=O)N1CCN(c2cccc(C(F)(F)F)c2)CC1	i	-7
O=C(NC1CCOCC1)C1CCC(=O)N(Cc2ccc(Cl)cc2)C1 (stereo not drawn)	i	1
CCOc1cc(C#N)c(NC(=O)c2ccnn2C)cc1OCC	i	-10
CCNC(=S)N(Cc1c(C)noc1C)c1ccccc1	i	0
Cc1ccc(C(=O)N2CCN(c3ccc([N+](=O)[O-])c(NCc4cccnc4)c3)CC2)cc1	i	-31
COc1ccc2sc(N3C(=O)C4CC=C(C)CC4C3=O)nc2c1 (stereo not drawn)	i	-29
COc1ccc(-c2nc(CSCC(=O)N3CCN(c4cccc(C)c4)C(C)C3)c(C)o2)cc1OC (stereo not drawn)	i	-40
CCN1CCN(c2cc(C)c3cc(NC(=S)N4CCOCC4)ccc3n2)CC1	i	-3
CCOC(=O)C1=C(COc2ccccc2)NC(=O)NC1c1ccc(Br)cc1 (stereo not drawn)	i	-38
Cc1cc(O)c2c(c1O)C(=O)[C@]13C(=C2O)C(=O)[C@@H]2[C@@H](O)[C@H]1[C@@H]1[C@H](O)[C@H]3C(=O)C3=C(O)c4c(O)cc(C)c(O)c4C(=O)[C@]312	x	22
O=C(O)c1ccc(-c2noc(-c3cccc(Cl)c3)n2)cc1	x	2
CCCn1c(C)cc(-c2csc(NC(=O)CCc3nc4ccccc4c(=O)[nH]3)n2)c1C	i	-12
COc1ccc(-c2cc(C(=O)O)c3c(C)nn(-c4ccccn4)c3n2)cc1	i	-27
O=C(CSc1ccsc1[N+](=O)[O-])N1CCCCC1	i	-11
CCN(CC)S(=O)(=O)c1ccc(C(=O)N2CCN=C2SC)cc1	i	5
OCCN(CCCn1c(-c2ccncc2)nc2ccccc21)c1nc(CN2CCCCC2)cs1	i	3
CCOC(=O)CSc1nsc(SCC(=O)OCC)c1C#N	i	-23
O=C1CC(c2ccncc2)c2cc3c(cc2N1)OCO3 (stereo not drawn)	i	-12
Clc1ccc2nc(N3CCN(c4ccccc4)CC3)sc2c1	i	-13
Cc1ccc([N+](=O)[O-])cc1NC(=O)c1cccs1	i	-11
COc1cc(CNC(C)(C)CO)cc(Br)c1OCc1ccccc1	i	-6
COc1ccc(CC(=O)NCCCSc2ccccc2)cc1OC	i	x
CCCCOc1ccc(S(=O)(=O)Nc2ccc(NC(C)=O)cc2)cc1	i	-3
CCOC(=O)c1c(C)nc2ccccn12	i	-17
CCCNC(=O)c1noc2c1CCc1cc(OC)ccc1-2	i	-4
O=C(OCC(=O)N1N=C(c2ccc(Cl)cc2)CC1c1ccco1)c1cccnc1 (stereo not drawn)	x	-17
Oc1c(Br)cc(/C=N/n2c(-c3ccccc3)n[nH]c2=S)c(Br)c1O	i	-8
CC(=O)Nc1ccc(Nc2ccccc2)cc1	i	9
[S-]c1nnc(-c2ccc(Br)cc2)n1-c1ccccc1.[Zn+2]	i	1
Cc1ccc(SCc2[nH]nc3c2C2(C(=O)Nc4ccc([N+](=O)[O-])cc42)C(C#N)=C(N)O3)cc1 (stereo not drawn)	i	9
CCOC(=O)C1CCN(C(=O)C2(NC(=O)NC3CCCCC3)CCCCC2)CC1	i	-10
Cc1ccc(C(=O)NCC(=O)OCC(=O)Nc2ccccc2[N+](=O)[O-])cc1	i	-12
COc1ccc(NC2CS(=O)(=O)CC2NCc2ccco2)cc1 (stereo not drawn)	i	-3
Cc1cc(C)c2oc(=O)cc(CN3CCC(C)CC3)c2c1	i	-25
COc1ccc(Cl)c2c1[nH]c1nc(SCc3ccccn3)nnc12	i	-12
Cc1[nH]c(C)c(S(=O)(=O)NCCc2ccccc2)c1C(=O)N1CCCCC1	i	-19
CCCN1Cc2cccc(C(=O)Nc3ccc(CN4CCCC4)cc3)c2C1=O	i	-20
COc1ccc(CNC(=O)C2CC(c3ccc(F)cc3)=NO2)cc1 (stereo not drawn)	i	-10
Cc1ccc(C(=O)Oc2ccc(C(=O)COC(=O)c3cnccn3)cc2)cc1	i	1
COC(=O)c1ccc(CSc2nnc(C)s2)cc1	i	-1
CCN(CC)CCCCNc1ncc2cc(-c3cc(OC)cc(OC)c3)c(NC(=O)NC(C)(C)C)nc2n1	6.7*	-26
O=C(O)CCC(=O)Nc1ccc(SSc2ccc(NC(=O)CCC(=O)O)cc2)cc1	i	-12
COC(=O)c1cccnc1-n1c(=O)c2cccnc2n(Cc2ccc(Cl)cc2)c1=O	i	-14
O=C1c2ccccc2NC(c2ccccc2Cl)N1N=C1CCCCCC1 (stereo not drawn)	i	-19
CCCOc1ccc(Cc2nc(N)nc(N)n2)cc1	i	-8
CCOC(=O)n1c(=O)n(Cc2c(Cl)cccc2Cl)c2ccccc21	i	-38
FC(F)(F)c1ccncc1-c1nnnn1-c1ccc(Cl)cc1	i	-4
CN(CC(=O)NCc1cccs1)CC(=O)Nc1ccc(F)c(F)c1F	i	-12
Cn1ccnc1C(=O)c1ccccc1Cl	i	-10
CN=c1scc(-c2ccccc2Br)n1/N=C/c1ccc[nH]1	i	1
CCCCCCC(=O)NNC(=O)CC(=O)Nc1ccccc1C(=O)O	i	-8
CN1CC=C2C(C#N)=C(N)C(C#N)(C#N)[C@H](c3cccs3)[C@H]2C1	i	-17

# Looked up by structure from the list above:
SMILES	CHT allo act	OX1R antag
COc1ccc(-c2nc3c(c4nnc(SC(C)C(=O)Nc5ccc(C)cc5)n24)COC(C)(C)C3)cc1 (stereo not drawn)	i	-25
CCNC(=S)N(Cc1c(C)noc1C)c1ccccc1	i	0
Oc1c(Br)cc(/C=N/n2c(-c3ccccc3)n[nH]c2=S)c(Br)c1O	i	-8

# (cont.)
SMILES	CHT allo act	OX1R antag
Cc1cc(C)cc(C(=O)N2CCN=C2c2ccccc2)c1	i	-23
COc1cc(OC)cc(N(C(=O)c2ccco2)C(C(=O)NC2CCCC2)c2ccc(N(C)C)cc2)c1 (stereo not drawn)	i	-22
CC(=O)c1ccc(NC(=S)NCCc2ccccn2)cc1	i	-7
COc1ccc(NC(=O)C(Cc2ccccc2)n2cccc2)c(OC)c1 (stereo not drawn)	i	-30
COc1ccc(-n2cnc3scc(-c4ccc(OC)c(OC)c4)c3c2=O)cc1	i	-26
COCCCNCCOCCOc1ccccc1-c1ccccc1	i	0
Nc1nc2n(n1)C(c1cccs1)CC(c1ccc(Br)cc1)N2 (stereo not drawn)	i	-5
COc1ccc(C2CC2/C(C)=N/OC(=O)c2cccs2)cc1 (stereo not drawn)	i	2
CCCOc1ccc(NC(=O)CC2Nc3ccccc3NC2=O)cc1 (stereo not drawn)	i	-16
Cc1ccc2c(c1)N(CC(=O)NCC1CCCO1)C(=O)C(C(C)C)O2 (stereo not drawn)	i	-19
CCCc1cc(=O)[nH]c(SCC(=O)c2cc(C)n(-c3cc(C)on3)c2C)n1	i	-11
Cc1cc(C)cc(Nc2nc3c([nH]2)c(=O)n(C)c(=O)n3C)c1	i	-19
CCn1c(SCC(=O)N=Nc2c(O)[nH]c3ccccc23)nc2ccccc21	i	-29
CCN1C(=O)c2cccc3c(N)ccc(c23)C1=O	i	58*
CCOC(=O)N1CCN(Cc2ccccc2F)CC1	i	-2
CCOC(=O)c1cc(-c2ccccc2)n(CC(=O)O)c1C	i	-7
CN1C(C(=O)NCc2ccccc2)CC2Cn3c(nc4cc(Cl)c(Cl)cc43)C21 (stereo not drawn)	i	-23
CCCCCn1c(N2CCN(Cc3ccccc3)CC2)nc2c1c(=O)[nH]c(=O)n2C	i	-17
CCN(CC(=O)NCc1ccc(F)cc1)C(=O)c1cccnc1SC	i	-12
O=C(O)CCN1C(=O)C2C3C=CC(C3)C2C1=O (stereo not drawn)	i	-4
COc1ccc(CCNC(=O)c2ccc(Cl)nc2)cc1	i	-15
COc1ccc(C(=O)NNC(=O)c2cccs2)cc1S(=O)(=O)N1CCOCC1	x	9
COc1ccc(S(=O)(=O)NCC(=O)N(CC2CCCO2)C(C(=O)NC2CCCC2)C(C)C)cc1 (stereo not drawn)	i	-23
Cc1c(NC(=O)CN(c2ccc(F)cc2)S(=O)(=O)c2ccccc2)c(=O)n(-c2ccccc2)n1C	i	-19
C=CCSc1nc(=O)n2ccc(C)cc2n1	i	-33
O=C(CSC1=NNC(c2ccccn2)S1)Nc1cccc(Cl)c1 (stereo not drawn)	i	-14
Cc1ccc2nc(N3CCN(C(=O)c4ccco4)CC3)sc2c1	i	-9
COc1ccc(OC)c2sc(NC(=O)C3CC3)nc12	i	-13
CCCCCCN1C2=NCCN2c2ccccc21	i	-31
O=C(NCc1ccco1)C12CN(Cc3ccccc3)CC1C(c1ccc([N+](=O)[O-])cc1)=NO2 (stereo not drawn)	i	-18
O=C(CCc1nc(-c2ccc(Cl)cc2)no1)NC1CCCC1	i	-11
O=C(C[n+]1cc(-c2ccc(Cl)c(Cl)c2)n2c1CCC2)N1c2ccccc2Sc2ccccc21	i	4
Cc1cc(C)n(CCc2nc(-c3ccc(C)o3)cs2)n1	i	-15
O=C(CSc1nnnn1-c1cccc2c1CCCC2)N1CCCC1	i	-11
Nc1ccc(C(=O)N/N=C\c2cc(N=Nc3cccc4ccccc34)ccc2O)cc1	i	-16
C=CCN(CC=C)Cc1c(O)ccc2c(=O)c(-c3ccccc3)coc12	i	-27
O=C(Nc1ccc(-c2nc3ncccc3o2)cc1)c1ccco1	i	-23
Cc1ccc(C)c(NC(=S)NC(NC(=O)Cc2ccccc2)C(Cl)(Cl)Cl)c1 (stereo not drawn)	i	-18
CC(=O)Nc1ccc(Nc2nc3ccccc3nc2NS(=O)(=O)c2ccccc2)cc1	i	-7
CCCN(C(=O)CCc1ccc(OC)cc1)c1c(N)n(Cc2ccccc2)c(=O)[nH]c1=O	x	-17
CC(C)[C@H](NC(=O)OCc1ccccc1)C(=O)NC(C=O)Cc1ccccc1 (stereo partly drawn)	i	-13
Cc1ccc(OCCCCCN2CCOCC2)cc1	i	x
O=C(NCc1n[nH]c(=S)n1-c1cccc(C(F)(F)F)c1)c1ccc(S(=O)(=O)N2CCCC2)cc1	i	9
Cc1cc2ccccc2c(=O)[nH]1	i	0
CCC1Sc2ccccc2N(CC(=O)NCCC2=CCCCC2)C1=O (stereo not drawn)	i	-20
CCN(CCn1cccn1)C(=O)CC1C(=O)NCCN1Cc1cccc(OC)c1OC (stereo not drawn)	i	-15
Cc1ccccc1NC(=O)CSc1nnc2ccc(-c3cccnc3)nn12	i	-19
Cc1cc(OCCCCCN2CCCC2)ccc1Cl	i	-15
O=C(Nc1ccccc1C(=O)N1CCOCC1)c1ccncc1	i	-5
Cc1cc(C)c(NC(=O)Nc2ccccc2)c(C)n1	x	-12
CC(C)Sc1ncnc2c1cnn2-c1ccccc1	i	-24
Cc1ccc(C2CC(c3ccccc3OC(F)F)Nc3ncnn32)cc1 (stereo not drawn)	i	-20
COC(=O)c1ccc(CSc2nnc(Nc3cccc(OC)c3)s2)o1	i	-11
O=C(CCC1N=C2c3ccccc3N=C(SCC(=O)NCc3ccco3)N2C1=O)NCc1ccco1 (stereo not drawn)	i	-11
CC1CN(S(=O)(=O)c2cccc(C(=O)NCc3ccco3)c2)CC(C)O1 (stereo not drawn)	x	7
COc1ccc(C2C(C#N)=C(C)NC3=C2C(=O)CC(C)(C)C3)c(OC)c1 (stereo not drawn)	i	-13
CCC(C)c1ccc(NC(=S)N2CCN(C(=O)C3CCCO3)CC2)cc1 (stereo not drawn)	i	-22
O=C(CCCC1=NS(=O)(=O)c2ccccc2N1)N1CCN(c2ccc([N+](=O)[O-])cc2)CC1	i	-9
COc1ccc(CNCc2ccc3c(c2)OCO3)c(OC)c1OC	i	x

# Of the compounds above, these contain a cyano group.
SMILES	CHT allo act	OX1R antag
CCOC(=O)C1CCN(C(=O)Cn2cc(C#N)c3ccccc32)CC1	i	-8
CCOc1cc(C#N)c(NC(=O)c2ccnn2C)cc1OCC	i	-10
CCOC(=O)CSc1nsc(SCC(=O)OCC)c1C#N	i	-23
Cc1ccc(SCc2[nH]nc3c2C2(C(=O)Nc4ccc([N+](=O)[O-])cc42)C(C#N)=C(N)O3)cc1 (stereo not drawn)	i	9
CN1CC=C2C(C#N)=C(N)C(C#N)(C#N)[C@H](c3cccs3)[C@H]2C1	i	-17
COc1ccc(C2C(C#N)=C(C)NC3=C2C(=O)CC(C)(C)C3)c(OC)c1 (stereo not drawn)	i	-13

# An excerpt of these results, field by field:
Structure: O=C(Nc1ccc(-c2nc3ncccc3o2)cc1)c1ccco1
  CHT allo act: i
  OX1R antag: -23
Structure: Cc1ccc(C)c(NC(=S)NC(NC(=O)Cc2ccccc2)C(Cl)(Cl)Cl)c1 (stereo not drawn)
  CHT allo act: i
  OX1R antag: -18

# Compound activity: PubChem, several laboratories
